# RAD54 branch: blocks human RAD54 Holliday junction branch migration | Q92698 | FAM/BHQ fluorescence | inhibition, % at 10.4 µM | 360,000 tested, 0.14% active;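 active = mean normalized replicate activity at least 40 and at least half of replicates scoring 40 or more; inconclusive = only one of the two criteria met; inactive = mean below 40 and under half of replicates reaching 40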;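 note: 0% = median of neutral control wells and 100% = median of positive control wells; inhibitors cause a drop in the FAM fluorescence signal; in these data hits start at about 50%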
# Target sequence (Q92698 whole entry, looked up): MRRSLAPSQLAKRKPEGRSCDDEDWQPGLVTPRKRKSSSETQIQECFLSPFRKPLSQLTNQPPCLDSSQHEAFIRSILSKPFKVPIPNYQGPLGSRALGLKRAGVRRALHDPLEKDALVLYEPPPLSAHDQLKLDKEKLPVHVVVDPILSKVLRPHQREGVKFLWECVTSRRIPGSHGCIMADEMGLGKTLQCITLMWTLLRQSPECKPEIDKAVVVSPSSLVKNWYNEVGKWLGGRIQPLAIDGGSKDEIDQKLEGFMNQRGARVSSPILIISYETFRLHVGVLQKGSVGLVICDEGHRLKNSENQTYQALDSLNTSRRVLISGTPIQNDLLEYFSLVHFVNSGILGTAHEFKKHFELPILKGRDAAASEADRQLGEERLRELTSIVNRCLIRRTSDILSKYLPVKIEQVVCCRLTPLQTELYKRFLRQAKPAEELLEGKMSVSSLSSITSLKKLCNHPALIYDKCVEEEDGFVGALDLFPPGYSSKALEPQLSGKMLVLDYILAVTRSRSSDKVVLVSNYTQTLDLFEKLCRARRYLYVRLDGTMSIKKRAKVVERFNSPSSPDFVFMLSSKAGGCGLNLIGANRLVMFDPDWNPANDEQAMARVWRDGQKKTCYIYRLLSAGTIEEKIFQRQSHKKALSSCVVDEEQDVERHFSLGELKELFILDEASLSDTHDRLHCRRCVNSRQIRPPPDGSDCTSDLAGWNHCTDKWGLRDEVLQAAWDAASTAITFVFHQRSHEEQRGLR
# esBAF inh: inhibitors of esBAF chromatin remodeling in mouse ES cells. Bmi1-luciferase knock-in reporter, 24 h; 100% = twice the neutral-well signal. reporter increase, % at 12.5 µM. 350,000 tested, 2% active. AID 602393; in the data active = activation above about 40%; inconclusive = no clear call, values can overlap the other calls;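 note: 0% = median of the plate's neutral control wells and 100% = double that signal; a rise in the Bmi1 reporter signal indicates esBAF inhibition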
# An asterisk follows results filed as active; ? = inconclusive. This is a subset, so the mix of outcomes need not match the whole.
# Value order – RAD54 branch	esBAF inh
1) Cc1c(NC(=O)CSc2nc3ccccc3[nH]2)c(=O)n(-c2ccccc2)n1C
    12	1
2) CC(=O)c1cc(C(=O)Nc2ccccc2C(=O)O)oc1C
    -10	-8
3) CCn1cc(C(=O)OCC(=O)c2cc(C)n(-c3ccccc3F)c2C)c(=O)c2ccc(C)nc21
    -1	5
4) Cc1nc(NC(=O)c2oc3ccccc3c2C)sc1C(=O)N(C)C
    6	62*
5) CC(C)(C)OC(=O)NCCc1nnc(SCC(N)=O)o1
    -5	-5
6) CSc1ncccc1C(=O)OCc1ccc(C#N)cc1
    14	8
7) COc1ccc(Cl)cc1NC(=O)CSc1nnc(COc2ccccc2)n1C
    3	8
8) O=C(NCCN1CCOCC1)c1nn2c(c1Cl)NC(c1ccccc1)CC2C(F)(F)F (centres undefined)
    5	-1
9) COCC(O)CSc1nc(C)[nH]c1[N+](=O)[O-] (centres undefined)
    -6	-7
10) CCN(CC)C(=O)CSc1nc2ccccc2o1
    2	30
11) CC(C)NC(=O)C1CC(=O)N(c2ccc(F)c(Cl)c2)C1 (centres undefined)
    12	-6
12) Cc1cccc(OCC(=O)OCC(=O)c2c(N)n(C)c(=O)n(C)c2=O)c1C
    6	-2
13) CCNc1cc(Cl)nc(SC)n1
    1	2
14) COC(=O)c1cn(CCOc2ccccc2F)c2ccccc12
    2	18
15) O=C(Cc1c(C(=O)O)[nH]c2ccccc12)Nc1ccc2c(c1)OCO2
    -1	-3
16) CNc1nc(NCc2ccc(N(C)C)cc2)c2sccc2n1
    10	-1
17) O=C(Nc1nc(NC(=O)c2ccco2)n(-c2ccccc2)n1)c1ccccc1
    10	-20
18) Cc1cc2c(c(N)n1)c(=O)oc1ccccc12
    -5	0
19) O=C(c1ccc(NS(=O)(=O)c2ccccc2)cc1)N1CCCC1
    -1	3
20) COCCCNC(=O)c1ccc(N(C)S(=O)(=O)c2ccc(OC)cc2)cc1
    5	-13

# The results go on:
# Value order – RAD54 branch	esBAF inh
21) CC(C)CCNc1cc(=O)n(C)c(=O)n1C
    2	7
22) COC(=O)c1cc(C(=O)OC)cc(N2C(=O)CN=C2Nc2nc(C)cc(C)n2)c1
    -7	-2
23) C=CCSc1nnc(NC(=O)c2ccc(S(=O)(=O)NCC3CCCO3)cc2)s1 (centres undefined)
    10	-4
24) CCCc1cc2c(=O)c(-c3ccccn3)coc2cc1OC
    -8	100*
25) Cc1cc(C)n2nc(SCC3COc4ccccc4O3)nc2n1 (centres undefined)
    1	63*
26) N=c1sccn1CC(=O)Nc1cc(Cl)ccc1Oc1ccccc1
    7	-17
27) Cc1nnc(SCc2ccc(Cl)cc2Cl)[nH]c1=O
    -4	-4
28) O=C(N1CCCCC1)C12CC3CC(CC(C3)C1)C2
    -2	-4
29) Cc1cc(NC(=O)COC(=O)c2cc(S(=O)(=O)N3CCOCC3)ccc2N2CCCCC2)no1
    -1	4
30) COc1ccc(NC(C)=O)cc1NC(=O)CSc1nnc(-c2ccncc2)n1C
    -7	-10
31) Cc1ccc2oc(-c3ccccc3C(=O)O)cc(=O)c2c1
    10	2
32) CC1=C(C(=O)OC(C)C)C2(O)C(=O)c3ccccc3C2(O)N1 (centres undefined)
    1	-7
33) CC(=O)OCCNC(=O)Cn1cnc2c1c(=O)n(C)c(=O)n2C
    -3	1
34) O=C(CC(c1ccccc1)C1CCCCC1=O)c1ccco1 (centres undefined)
    2	-1
35) CCOC(=O)CNc1c(-c2ccc(OC)cc2)nc2ccc(Cl)cn12
    -3	?
36) CCOc1ccccc1C(=O)NCC(=O)OCC(=O)N1C(C)CCCC1C (centres undefined)
    -7	-3
37) CC12CCCCC1(O)[N+](=O)C1=C(CCCC1)N2[O-] (centres undefined)
    -3	-4
38) Cc1cc(C)cc(N=c2c([N+](=O)[O-])nn(-c3cccc(Cl)c3)n2O)c1
    3	6
39) CN1CCCN(C(=O)Cc2c(Cl)cccc2Cl)c2nc3ccccc3nc21
    -12	2
40) CCc1nnc(NC(=O)c2ccc(S(=O)(=O)NCC(C)C)cc2)s1
    -13	-5

# (further entries)
# Value order – RAD54 branch	esBAF inh
41) COc1ccc(OC)c(C2CC(=O)C(C)C(c3cc(OC)ccc3OC)N2)c1 (centres undefined)
    1	-7
42) CNc1nc(OCC(F)(F)F)nc(N2CCOCC2)n1
    -4	-5
43) O=C(CCCOc1ccccc1)Nc1nccs1
    6	2
44) Cc1ccc(N/C=C(/C#N)c2ccsc2)cc1C
    6	62*
45) CCc1c(O)nc(SCC(=O)Nc2ccc(OC)cc2)n(C2CCCCC2)c1=O
    1	5
46) CC(=O)Nc1ccccc1Nc1cc(C#N)c(C#N)cc1[N+](=O)[O-]
    -19	7
47) O=C1CC(c2ccc(F)cc2)Cc2nc(N3CCOCC3)ncc21 (centres undefined)
    -7	0
48) Cn1c2c(c(=O)n(C)c1=O)C(c1ccccc1OC(F)F)C1=C(CCCC1=O)N2 (centres undefined)
    -2	-5
49) Cc1ccc2nc(-c3ccc(NC(=S)NC(=O)CC(C)C)cc3)sc2c1
    2	73*
50) CN(C)c1nc2n(c(=S)n1)CCS2
    -7	17
51) CCOC(=O)CSc1nnnn1-c1cccc2ccccc12
    2	2
52) CC(C(=O)NCC1CCCO1)N(C(=O)c1snc(C(N)=O)c1N)c1ccccc1 (centres undefined)
    10	-2
53) Cc1cc(NC2CCCCC2)nc(-c2ccccc2O)n1
    8	22
54) OCCNc1nc2ccccc2n1-c1ccccc1
    0	-7
55) O=C(CCn1cnc2ccccc2c1=O)Nc1ccc(S(=O)(=O)N2CCCC2)cc1
    -5	-2
56) CCOc1ccc2nc(NC(=O)CN3CCC(n4nnc5cc(F)ccc54)CC3)sc2c1
    6	9
57) O=c1c2ccccc2nc(SCc2nnc(-c3ccccc3Br)o2)n1Cc1ccco1
    6	-7
58) CCn1c(SCC(=O)NCc2ccccc2)nnc1-c1c[nH]c2ccccc12
    3	5
59) CCN(CC)S(=O)(=O)c1cc(-c2nnc(-c3ccc(Br)cc3)o2)ccc1Cl
    -1	7
60) O=c1[nH]cnc2nc3n(c12)CCCCC3
    2	-10

# Following part.
# Value order – RAD54 branch	esBAF inh
61) CCCn1c(-c2ccc(OC)cc2)nc2ccccc21
    -20	-9
62) CCCN1C2=NCCN2c2ccccc21
    8	-9
63) Cc1ccc(C(=O)Nc2ccc(OCc3ccccc3)cc2)cc1[N+](=O)[O-]
    -2	2
64) CCOC(=O)c1cnc2c(-c3ccccc3)cnn2c1N
    7	-15
65) COc1ccc(N2C(=O)NC(NC(=O)c3ccncc3)(C(F)(F)F)C2=O)cc1 (centres undefined)
    -3	-7
66) OCCN(Cc1ccccc1)Cc1ccc(C(F)(F)F)cc1
    -6	0
67) Cc1ccnc(NC(=O)C23CC4CC(CC(C4)C2)C3)c1
    -5	5
68) Cc1ccc(C(=O)CN2/C(=C(\O)c3ccccc3)C(=O)c3ccccc3S2(=O)=O)c(C)c1
    5	11
69) COc1ccc(CNC(=O)C2CSC(=O)C2)cc1 (centres undefined)
    -9	-10
70) O=C(O)c1cc(NCc2ccccc2C(F)(F)F)ccc1N1CCOCC1
    2	6
71) O=C(O)c1ccccc1N=Nc1c(O)[nH]c2ccc([N+](=O)[O-])cc12
    -29	0
72) Cn1c(=O)[nH]c(=O)c2c1nc1n2CCCN1CCc1ccccc1
    -5	-8
73) COC(=O)c1cnn2c(C(F)(F)F)cc(-c3ccc(F)cc3)nc12
    8	-1
74) CCOC(=O)c1c(O)c2c(n(Cc3ccco3)c1=O)CCCC2
    -5	-11
75) Cc1c(/C=C/C(=O)c2cccs2)cnn1C
    -12	33
76) O=C(CSc1nnc(SCC(=O)c2ccco2)s1)c1ccco1
    0	6
77) CCn1c(C)cc(=S)c2ccccc21
    23	-1
78) O=C1OC2(CCCCC2)OC(=O)C1=CNc1ccc2c(c1)OCO2
    3	57*
79) O=C(NC(c1ccccc1)c1c(O)ccc2ccccc12)c1ccccc1Cl (centres undefined)
    6	-4
80) C=CCOc1cccc(C2C(C(=O)c3ccc(C)o3)=C(O)C(=O)N2c2nccs2)c1 (centres undefined)
    -5	-5

# The listing continues:
# Value order – RAD54 branch	esBAF inh
81) CCOC(=O)CSc1nc2cccnc2n1-c1ccc(F)cc1
    -10	-15
82) Cc1ccc(C2CC(c3ccc(Cl)cc3)=NNC2=O)cc1 (centres undefined)
    -3	-4
83) COCCNC(=O)C(c1cccs1)N(Cc1cccs1)C(=O)Cn1nnc2ccccc21 (centres undefined)
    0	-3
84) Cc1ccccc1C(=O)Oc1cccc(Nc2ncnc3ccccc23)c1
    -5	4
85) Cc1ccc(SCc2[nH]nc3c2C2(C(=O)N(C)c4ccccc42)C(C#N)=C(N)O3)cc1 (centres undefined)
    4	7
86) COc1ccc(NC(=O)C23CC4CC(C2)CC(n2cnc(Br)n2)(C4)C3)c(OC)c1
    1	0
87) COC(=O)c1ccc(/C=N/OCC(=O)NC2CCCCCCC2)cc1
    4	16
88) CN(C)C(=O)c1ccc(NC(=O)c2cncc(Br)c2)cc1
    9	11
89) Cc1cc(NC(=O)c2c(F)cccc2F)n(-c2nc3ccccc3[nH]2)n1
    4	-6
90) Cc1ccnc(NS(=O)(=O)c2ccc3ccccc3c2)n1
    -2	4
91) COc1ccc(OCCN2CCC(C(=O)NC(c3ccc(Cl)cc3)c3ncccc3C)CC2)cc1 (centres undefined)
    0	-3
92) COc1ccc(-n2ncc3c(NCc4ccco4)ncnc32)cc1
    -22	22
93) N#CCSc1nc2ccc(N3CCCCC3)cc2c(=O)n1Cc1ccccc1
    -3	4
94) O=C(Nc1cccc(C(F)(F)F)c1)c1cccnc1N1CCN(CCO)CC1
    -8	8
95) Cc1ccc(S(=O)(=O)N2CCCC2C(=O)NCCc2nc3ccccc3[nH]2)cc1 (centres undefined)
    -2	4
96) CCc1ccc(N(C(=O)c2ccoc2C)C(C(=O)NC2CCCC2)c2ccc(OC)cc2)cc1 (centres undefined)
    6	-7
97) NC(=O)c1cccn1Cc1cccc(Cl)c1
    -13	-5
98) COc1ccc(C2C(C(C)=O)=C(O)C(=O)N2CCCn2ccnc2)cc1 (centres undefined)
    -1	-3
99) O=C(Cc1cccs1)Nc1nc(-c2ccc(F)cc2F)cs1
    3	6
100) COC(=O)c1cccc(N(C(=O)c2cnccn2)C(C(=O)NC2CCCCC2)c2cn(C)nc2C)c1 (centres undefined)
    7	0

# (more compounds)
# Value order – RAD54 branch	esBAF inh
101) CCc1nnc(NC(=O)CCC(=O)N2CCN(Cc3ccc(Cl)cc3)CC2)s1
    2	-3
102) CCc1ccc(NCc2nc3ccccc3c(=O)[nH]2)cc1
    -1	3
103) Cc1ccc(-c2cc(-c3ccccc3)nc(Cl)n2)cc1
    6	16
104) CC(=O)Nc1nc2ccc(C(=O)NC3CCCCC3)cc2s1
    6	8
105) O=C(c1cccc(F)c1)N1CCN(S(=O)(=O)c2ccc(C(F)(F)F)cc2)CC1
    10	-4
106) COc1ccc(C2Nc3ccccc3C(=O)N2Cc2ccccc2)cc1COc1ccccn1 (centres undefined)
    10	-1
107) COc1ccc(Cl)cc1-c1nc(-c2ccncc2)no1
    -1	13
108) Cc1cc(=O)n(-c2ccc(O)cc2)[nH]1
    -1	-3
109) Cc1nc2nc(C)c(CCC(=O)NCCC3=CCCCC3)c(C)n2n1
    8	1
110) O=C(NNC(=O)c1ccccc1O)c1ccc(Cl)cc1
    -4	25
111) CCOC(=O)N1CCC(N2Cc3cccc(C(=O)NCc4ccccc4OC)c3C2=O)CC1
    10	4
112) CCCOc1ccc(N2C(=O)CC(N(CCc3ccc(OC)cc3)C(=O)c3cccc(F)c3)C2=O)cc1 (centres undefined)
    0	8
113) COC(=O)c1ccc(NC(=O)COc2ccc(S(=O)(=O)N3CCCCC3)cc2)cc1
    5	5
114) CCn1c(Cc2ccccc2)nnc1SCC(=O)Nc1ccc(N2CCOCC2)c(Cl)c1
    2	7
115) CC(C)OC(=O)CSc1nnc2n1C(C)(C)Cc1ccccc1-2
    1	0
116) CC(C)(CCl)C(=O)Nc1ccc(Sc2ccc(F)cc2)cc1
    -10	31
117) Cc1[nH]n2c(=O)cc(Cc3ccccc3)nc2c1C#N
    -2	-4
118) Cc1cccc(-c2oc3ccc(-c4ccc5c(c4)OCO5)cc3c2/C=C/c2ccc(N)cc2)c1
    8	6
119) O=C(O)c1cn(-c2ccccc2)c(=O)c2ccccc12
    1	-2
120) CC1(C)Cc2c(sc3nc(-c4cc5ccccc5o4)n(N)c(=O)c23)CO1
    -1	48*

# The list continues.
# Value order – RAD54 branch	esBAF inh
121) O=C(Nc1nccs1)c1ccc(Cl)c(S(=O)(=O)N2CCOCC2)c1
    6	11
122) COc1ccc(-c2nc(NC(=O)C3CCN(c4nc5ccccc5o4)CC3)sc2C)cc1
    4	-5
123) CCOC(=O)COc1ccc2c3c(c(=O)oc2c1C)CCC3
    3	-11
124) O=C1CN(C(=O)c2ccco2)C(c2ccccc2)c2cc(Cl)ccc2N1 (centres undefined)
    -2	1
125) CN(C)c1ccc(NC(=O)Cn2c(=O)n(Cc3ccccc3)c(=O)c3ccccc32)cc1
    -12	4
126) Cn1c(COc2ccccc2)nnc1SCCSc1nnc(COc2ccccc2)n1C
    -11	8
127) c1ccc(CSc2nnnn2-c2cccc3ccccc23)nc1
    -5	0
128) O=C(O)CCc1ccc(-c2cccs2)o1
    -11	-5

# Compound activity as filed in PubChem BioAssay.
